Assay outcomes deposited in PubChem BioAssay by several laboratories.
PGE2 EP2 inh = inhibitors of human EP2 prostaglandin E2 receptor; P43116; inhibition, % at 25 µM; AID 1422; actives 0.52% (n = 260,000); C6 glioma cells expressing human EP2, cAMP TR-FRET; cells stimulated with saturating PGE2;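 active = percent inhibition above 40 after rounding to a whole number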;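 also: rat C6 glioma host cells with rolipram phosphodiesterase inhibitor present; the protocol text gives 20 µM as final concentration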
Target sequence (P43116 whole entry, looked up): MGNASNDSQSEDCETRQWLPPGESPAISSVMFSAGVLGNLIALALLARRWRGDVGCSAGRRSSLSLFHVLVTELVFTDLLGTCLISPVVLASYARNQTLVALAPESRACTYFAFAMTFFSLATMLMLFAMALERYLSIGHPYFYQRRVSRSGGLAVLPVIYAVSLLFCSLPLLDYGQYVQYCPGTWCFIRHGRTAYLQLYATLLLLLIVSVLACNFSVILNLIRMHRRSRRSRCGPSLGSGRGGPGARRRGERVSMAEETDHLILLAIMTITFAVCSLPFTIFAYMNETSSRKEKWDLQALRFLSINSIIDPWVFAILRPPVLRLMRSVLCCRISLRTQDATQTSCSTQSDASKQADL
FXIa inh = inhibitors of human coagulation factor XIa | purified FXIa, Boc-Glu-Ala-Arg-AMC fluorogenic substrate | inhibition, % at 5 µM | actives 0.14% (n = 220,000);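 active = inhibition of at least 40%; inactive = inhibition below 40%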;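 also: fluorescence of freed AMC excited at 355 nm; 0% = enzyme without compound and 100% = no enzyme blank; many of its hits are not listed in these tables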
Wee1 stabilizer = inhibitors of human Wee1 degradation; P30291; HeLa Luc-Wee1K328M stability, luciferase luminescence; 100% = proteasome inhibitor MG132 effect; reporter increase, % at 5 µM; actives 1.2% (n = 220,000); AID 1321;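 active = activation above the mean of all tested compounds plus 3 SD, set per screening run, cut at about 8.8% in these data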;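 also: cells exposed to compound for 20 h before luminescence read; 0% = DMSO alone and 100% = MG132 at 30 µM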
PPC-1+TRAIL kill = kills PPC-1 cancer cells in the presence of TRAIL. PPC-1 cells + TRAIL, ATPLite viability luminescence. cell killing (% activity), % at 4 µM. actives 0.41% (n = 220,000);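 active = cell killing above 50% in the first pass at 4 µM, then a duplicate retest at 5 µM averaging 50% or more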;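 also: plate controls were cells with TRAIL plus DMSO for no effect and medium-only wells lacking cells for full effect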
CHOP inh = inhibitors of CHOP induction in ER stress response; CHO-K1 CHOP-promoter luciferase, tunicamycin-induced, 15-18 h; inhibition, % at 10 µM; actives 3.8% (n = 220,000);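 active = compounds that reduced the stress-induced luciferase reporter signal by more than about 70% of percent inhibition, limit read from the data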;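 also: 0% = tunicamycin plus vehicle and 100% = wells without tunicamycin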
Tb hexokinase = blocks Trypanosoma brucei hexokinase 1 activity; recombinant TbHK1, G6PDH-coupled NADH A340; inhibition, % at 10 µM; actives 0.11% (n = 220,000); AID 1430;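 active = inhibition of 50% or more in the single-dose primary screen; inactive = inhibition below 50%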
FXIIa inh 1536 = factor XIIa (human) inhibition. inhibition, % at 5 µM. AID 800. P00748. purified FXIIa, Boc-QGR-AMC fluorogenic substrate, 2 h. actives 0.3% (n = 220,000); in the data active = inhibition above about 40%;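 also: 0% = enzyme with no compound and 100% = blank without enzyme; many of its hits are not listed in these tables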
Target sequence (P00748 20-372 limits assumed): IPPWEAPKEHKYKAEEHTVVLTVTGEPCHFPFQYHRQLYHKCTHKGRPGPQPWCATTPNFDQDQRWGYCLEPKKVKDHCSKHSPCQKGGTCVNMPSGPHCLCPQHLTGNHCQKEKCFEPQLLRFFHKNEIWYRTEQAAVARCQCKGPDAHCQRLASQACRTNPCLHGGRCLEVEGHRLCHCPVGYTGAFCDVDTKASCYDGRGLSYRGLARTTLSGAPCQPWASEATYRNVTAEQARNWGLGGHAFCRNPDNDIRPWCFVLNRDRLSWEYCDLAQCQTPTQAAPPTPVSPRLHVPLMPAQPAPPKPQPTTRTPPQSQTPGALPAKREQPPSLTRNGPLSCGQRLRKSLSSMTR
Target sequence (P00748 373-615 limits assumed): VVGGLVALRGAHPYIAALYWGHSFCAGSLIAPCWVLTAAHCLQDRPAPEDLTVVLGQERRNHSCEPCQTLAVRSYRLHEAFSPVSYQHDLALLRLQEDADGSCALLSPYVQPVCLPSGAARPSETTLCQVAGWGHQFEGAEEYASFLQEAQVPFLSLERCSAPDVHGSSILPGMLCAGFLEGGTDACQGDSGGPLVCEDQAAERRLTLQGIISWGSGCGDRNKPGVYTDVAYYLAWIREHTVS
TNF death inh = inhibitors of TNF-alpha induced necroptosis in Jurkat FADD-/- cells; AID 463075; Jurkat FADD-/- TNF necroptosis rescue, ATP luminescence, 24 h; 0 = TNF only, 100 = no-TNF cells; activation (protection from cell death), % at 10 µM; actives 0.068% (n = 220,000);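 active = activation, meaning protection from cell death, of at least 50% relative to plate controls; inactive = activation below 50%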;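 also: necroptosis triggered by 40 ng/mL TNF-alpha added together with compound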
L929 necroptosis = L929 zVAD cell death inhibition; viability rescue, % at 10 µM; L929 zVAD necroptosis rescue, ATP luminescence, 24 h; with zVAD 60 µM; actives 0.38% (n = 220,000);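 active = activation, scaled between plate controls, above about 75%, limit read from the data; inactive = activation under that limit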;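 also: 0% = zVAD with DMSO and 100% = DMSO alone without zVAD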
An asterisk follows results filed as active; . = not tested or not shown; & = joins results of further samples; [ ] = another dose, or the depositor's remark.

No.	compound	PGE2 EP2 inh	FXIa inh	Wee1 stabilizer	PPC-1+TRAIL kill	CHOP inh	Tb hexokinase	FXIIa inh 1536	TNF death inh	L929 necroptosis
1	CN1CCN(C(c2cccs2)c2nnnn2Cc2ccc(F)cc2)CC1 (stereo not given)	6&4	2	2	14	-28	-6	12	1.5	-2.2
2	COC(=O)c1ccc(Cl)c(NC(=O)CN(c2ccccc2)S(=O)(=O)c2ccc(OC)cc2)c1	6	16	-2	3	12	-4	4	-0.9	0.5
3	CCCCc1ccc(NC(=S)NCCc2ccc(S(N)(=O)=O)cc2)cc1	4	16	-2	29	29	3	5	-2.1	0.2
4	O=C1COc2ccc(C(=O)COC(=O)CCSc3ccc(Cl)cc3)cc2N1	6	-2	0	4	14	-4	.	0.0	3.9
5	COc1cc([N+](=O)[O-])cc(/C=N/NC(=O)Cn2nccc2C)c1O	5	2	-2	-14	8	-17	12	-0.9	0.2
6	O=C(CSC1c2ccccc2C(=O)N1c1ccccc1)N1CCOCC1 (stereo not given)	6	18	5	8	-18	-1	32	-3.2	-0.7
7	CCOC(=O)/C(C#N)=C/c1cn(CCC(=O)O)nc1-c1ccc(OC)cc1	6	-2	-2	7	-16	-31	5	-1.2	1.3
8	O=C(Nc1cc2c(cc1Br)OCCO2)c1ccco1	4	5	-3	18	-8	0	7	0.2	0.9
9	CCc1nc2sc3c(O)cc(=O)[nH]c3c2cc1C	4	4	-2	5	2	-9	12	-1.2	-0.2
10	Cc1cc(NC(=O)C2CCN(S(=O)(=O)c3cccs3)CC2)no1	15	-2	-1	1	17	0	3	0.1	-0.2
11	CC(=O)Nc1ccccc1-c1nc2ccc(C(=O)N3CCN(c4ccccc4)CC3)cc2[nH]c1=O	16	1	2	10	28	-22	13	-0.5	0.4
12	O=C(CCC(=O)Nc1ccc(F)cc1)N/N=C/c1ccncc1	4	-3	-1	24	10	-3	5	0.0	-0.1
13	C=CCOc1ccc(/C=C/C(C)=N\O)cc1	3	2	-2	31	11	-12	6	1.2	79*
14	O=C(CSc1nnc(-c2cccs2)o1)c1cccs1	12	-1	-2	14	-5	34	1	9.8	-0.1
15	COc1ccccc1C1CC(c2c(-c3ccccc3)c3cc(Cl)ccc3[nH]c2=O)=NN1S(C)(=O)=O (stereo not given)	13	7	-2	9	40	-13	13	-1.5	1.7
16	COc1ccc(CCNc2ccc(C)cc2)cc1	3	6	1	6	50	-4	17	-0.5	-0.8
17	COc1ccc(-c2cc(C(=O)N3CCN(c4ccccc4OC)CC3)no2)cc1OC	5	0	0	14	-5	-8	-4	0.2	1.9
18	COCCCNS(=O)(=O)c1ccc2c3c(cccc13)C(=O)S2	6	7	-1	25	30	-9	12	-0.8	0.7
19	Cc1ccc(C(=O)CN2CCC(NC(=O)C3CCCCC3)CC2)cc1	9	5	-2	-4	-9	-1	15	-3.4	-0.1
20	COc1ccc(NC(=O)CN(C)CC(=O)Nc2ccccc2SC)cc1	5	-7	-2	0	3	0	-1	1.6	0.7
21	CCc1ccc(C(=O)NNc2ccc(F)cc2)cc1	12	4	5	6	-5	-6	9	-0.2	-0.2
22	O=C(CSc1ncccn1)Nc1ncc(C(F)(F)F)cc1Cl	5	8	1	2	4	9	16	0.5	-0.1
23	Cc1sc2ncnc(SCc3ccco3)c2c1C	9	10	-1	12	71*	-2	13	-1.4	0.6
24	O=C(OCC(=O)N1CCN(C(=O)c2ccco2)CC1)c1ccccc1OCc1ccc(Cl)cc1	14	-7	6	-2	3	-2	-8	-1.5	-1.2
25	Cc1ccc(C(=O)Nc2cccc(C(=O)O)c2)cc1	7	2	-3	38	33	-5	15	-2.6	0.2
26	CC(=O)NCCNC(=O)[C@H](Cc1ccccc1)NC(=O)c1cccs1	.	3	1	20	12	-1	2	-0.9	-0.7
27	CC(C)COC(=O)NC1c2ccccc2Oc2ccccc21	3	-1	0	-12	8	-8	9	7.7	1.4
28	CCCn1c(SCc2ccccn2)nc2c1c(=O)n(C)c(=O)n2C	-5	0	-1	1	-17	4	2	1.1	2.3
29	Cc1nc2ccc(S(=O)(=O)NCC(=O)N(C)Cc3ccco3)cc2s1	4	-7	2	0	14	5	-14	-1.2	-0.1
30	CCOC(=O)N1CCN(c2ccc(F)cc2[N+](=O)[O-])CC1	18	3	-1	-9	16	-3	7	-1.4	.
31	CCC(=O)Nc1nc2nc(-c3ccccc3)cc(-c3ccccc3)n2n1	.	3	-2	-24	37	3	8	-0.8	2.4
32	O=C(NCCO)c1cc2cc(Cl)cc(Cl)c2oc1=O	7	0	4	8	-12	0	4	-0.2	-0.9
33	CCOc1cc(C(=O)Nc2cc(C)ccc2OC)ccc1OCC(=O)N1CCCCC1	13	0	-1	26	5	13	7	2.0	-0.2
34	CCn1c2ccccc2c2nc3cc(C(=O)O)ccc3nc21	7	3	-3	41	33	-20	5	-2.8	0.7
35	Cc1ccc(NC(/C=C/N(C)C)=C/C(=O)C(F)(F)F)c(C)c1	4	9	0	7	1	-21	14	-0.7	0.2
36	Cc1ccc(NC(=S)NNc2ncc(C(F)(F)F)cc2Cl)cc1	6	2	1	2	57	3	33	0.8	-1.1
37	CSc1nc2ncc(C#N)cn2n1	4	0	-2	36	14	-16	10	-0.6	2.8
38	COC(C(=O)Nc1ccc(S(=O)(=O)Nc2ccc(F)cc2)cc1)c1ccccc1 (stereo not given)	6	0	-4	0	5	-4	2	24	2.5
39	CC1=C(C#N)C(c2cccnc2)C2=C(CCCC2=O)N1 (stereo not given)	17	-9	0	17	-16	-10	-7	-0.6	0.9
40	CC(=O)c1c(C)nn(CC(O)COc2ccc3c(c2)CCC3)c1C (stereo not given)	-2	-11	4	6	21	-4	4	-1.2	0.3
41	COC(=O)[C@H]1C[C@@H]1[C@H](NC(=O)[C@H]1C[C@@H]1[C@H](NC(=O)OCc1ccccc1)c1ccccc1)c1ccccc1	-1	5	0	30	31	1	11	-5.2	-0.1
42	CCOc1ccc(N2C(=O)CC(N(CCc3ccccc3)C(=O)/C=C/C(=O)O)C2=O)cc1 (stereo not given)	7	-4	-2	.	8	0	5	1.1	6.1
43	CCNC(=O)COC(=O)/C=C/c1c(C)nn(Cc2cccc(OC)c2)c1Cl	6	-1	2	-7	10	-5	11	1.2	0.7
44	C=CCN1C(=O)CSC1=Nc1cccc(O)c1	6	2	-1	-2	27	2	5	-1.9	-0.6
45	CC1CCC(NC(=O)c2cnccn2)CC1 (stereo not given)	10	6	4	1	-1	-3	16	0.6	0.1
46	COC(=O)c1cnn(-c2ccccc2)c1-n1cccc1C=O	7	-2	1	-6	27	-1	3	0.7	1.5
47	Cc1ccc(C(=O)Nc2sc3c(c2C(=O)NCc2ccco2)CCCC3)cc1	20	-5	-2	4	104*	13	4	4.8	-1.3
48	CCC(C)NC(=O)CSc1nc2ccsc2c(=O)n1-c1ccc(OC)cc1 (stereo not given)	9	-9	-1	-4	10	-5	-1	-0.9	-0.1
49	O=C(NCc1ccncc1)C(=O)Nc1nc2ccccc2s1	6	4	1	0	-25	-29	14	-0.1	0.1
50	CCOC(=O)C1CCCN(c2nc3c(C)cccn3c(=O)c2/C=C(\C#N)C(=O)NCc2ccco2)C1 (stereo not given)	5	5	2	-22	0	-19	7	-0.1	1.2
51	CCCCn1nnc(NC(=S)NC(=O)c2cccs2)n1	2	-1	-1	-8	-20	-4	12	0.8	-0.2
52	CCN(CC)CCCC(C)Nc1c2ccc(Cl)cc2nc2ccc(OC)cc12 (stereo not given)	23&17	.	1	34	-23&-4	.	.	.	.
53	O=C(CN1C(=O)c2cccc3cccc(c23)C1=O)NCCN1CCOCC1	9	-4	-1	-3	-4	-23	14	1.4	3.6
54	CC(C)(CC(=O)O)CC(=O)N1CCCN(c2nc3ccc(Cl)cc3s2)CC1	4	-1	2	5	-10	-6	9	1.8	0.6
55	CC1=C(C(=O)N(C)Cc2ccccc2)C2(CCC(C)CC2)OC1=O (stereo not given)	11	3	0	.	33	-5	13	-0.6	0.3
56	Cc1ccc(N(Cc2cc3cc(C)ccc3[nH]c2=O)S(=O)(=O)c2ccccc2)cc1	8	6	5	34	46	-6	13	-2.6	1.7
57	O=C(CSc1nnc(Cn2nnc(-c3ccccc3)n2)n1-c1ccccc1)Nc1ccccc1	6	-20	4	-4	-10	-2	1	-3.6	1.3
58	COc1ccccc1-c1cc(C(=O)Nc2ccc(F)cc2F)no1	-1	0	1	9	10	-3	13	-0.6	0.6
59	Cc1ccccc1/C=N/n1c(-c2ccccn2)n[nH]c1=S	13	1	2	0	11	-13	6	-1.3	1.1
60	O=c1c2c(nc3nc[nH]n13)CCC2	-1	0	-1	2	29	0	16	1.9	-0.1

Next part.
No.	compound	PGE2 EP2 inh	FXIa inh	Wee1 stabilizer	PPC-1+TRAIL kill	CHOP inh	Tb hexokinase	FXIIa inh 1536	TNF death inh	L929 necroptosis
61	O=C(CSc1ccc2ccccc2c1)Nn1cnnc1	7	24	-3	-23	-11	-2	-5	0.6	-0.1
62	COc1cccc(C(=O)COc2ccc3ccc(=O)oc3c2)c1	4	-7	3	21	-13	-5	2	0.1	5.5
63	CCCn1c(N)c(Sc2ccccc2)c(=O)n(CCC)c1=O	5	-4	5	7	18	-4	1	-1.6	0.0
64	Cc1ccc(-n2nnnc2CSc2nnc(-c3ccc(O)cc3)o2)cc1	8	12	-3	-3	48	3	9	4.4	0.3
65	Cc1nc(-c2ccc(Cl)cc2)sc1C1(C)CC(c2cccc(F)c2)=NO1 (stereo not given)	13	-2	.	12	-23	-10	3	1.5	0.4
66	CC(C)(C)C(=O)Nc1nnc(CC(=O)NCc2ccccc2)s1	11	-4	0	-8	18	-1	-3	1.4	2.5
67	CC1CCC(NC(=O)CN2C(=O)C3CCCN3c3ncc(Cl)cc32)CC1 (stereo not given)	20	12	0	-10	37	-4	20	-0.1	-0.1
68	Fc1ccc(C(c2nnnn2Cc2cccs2)N2CCN(C3CCCCC3)CC2)cc1 (stereo not given)	33	-4	0	18	28	2	9	1.7	-0.3
69	COC(=O)/C(=C/c1ccc(OC)cc1)NC(=O)c1ccco1	3	5	1	3	-1	-5	6	0.9	-0.3
70	O=C1C=C(NCCN2CCOCC2)C(=O)c2cnccc21	19	4	-3	65*[5 µM]	22	-3	11	-26	-0.4
71	CCc1ccc(NC(=O)N(Cc2ccco2)C(C)c2cccs2)cc1 (stereo not given)	8	18	3	10	2	10	20	-0.8	-0.2
72	CCOC(=O)C1C(=O)NC(N2CCN(c3ccccc3)CC2)=NC1c1ccccc1 (stereo not given)	13	0	0	11	-24	11	-4	-0.9	0.6
73	NC(=O)[C@@H]1CCCNc2c(F)cc([N+](=O)[O-])cc2C(=O)N[C@@H](CO)C(=O)N[C@@H](Cc2ccc(O)cc2)C(=O)N1	14	3	-1	0	-9	-14	11	1.2	1.0
74	c1ccc2c(c1)cnc1ccccc12	5	-2	5	12	-7	-10	1	-0.1	0.4
75	O=S(=O)(NCCSc1ccc(Cl)cc1)c1ccc2c(c1)OCCO2	12	4	-3	6	48	12	8	0.3	-0.1
76	Cc1ccn2c(C(=O)NN=C3CCCCCCC3)c(C)nc2c1	3	-1	-4	0	-9	-5	4	1.0	-1.2
77	Cc1ccc(OCC(=O)NNC(=O)C2CCCO2)c(C)c1 (stereo not given)	6	2	0	-1	-6	8	13	-0.2	-0.6
78	CCOC(=O)CN1C(=O)CN(c2ccc(C)cc2)C1=O	8	4	-1	3	-4	0	9	1.8	1.4
79	Cc1ccc(-c2n[nH]c(=S)n2-c2ccccc2)cc1	10	7	-1	-1	-8	8	11	0.0	0.1

An excerpt; rates above refer to the full screens.
